Compound activity as filed in PubChem BioAssay.
NR2E3 ag-1: agonists of human nuclear receptor NR2E3; AID 2300; inhibition of corepressor binding, % at 4.78 µM; actives 0.12% (n = 320,000); Q9Y5X4; GST-NR2E3/biotin-RetCOR TR-FRET, 1536-well;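 active means percent inhibition above the cutoff of mean plus 3 SD of all tested compounds, set per screening campaign, cut at about 20% in these data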;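 further: 0% = DMSO wells and 100% = biotin wells as full block of FRET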
Target sequence (Q9Y5X4 whole entry, looked up): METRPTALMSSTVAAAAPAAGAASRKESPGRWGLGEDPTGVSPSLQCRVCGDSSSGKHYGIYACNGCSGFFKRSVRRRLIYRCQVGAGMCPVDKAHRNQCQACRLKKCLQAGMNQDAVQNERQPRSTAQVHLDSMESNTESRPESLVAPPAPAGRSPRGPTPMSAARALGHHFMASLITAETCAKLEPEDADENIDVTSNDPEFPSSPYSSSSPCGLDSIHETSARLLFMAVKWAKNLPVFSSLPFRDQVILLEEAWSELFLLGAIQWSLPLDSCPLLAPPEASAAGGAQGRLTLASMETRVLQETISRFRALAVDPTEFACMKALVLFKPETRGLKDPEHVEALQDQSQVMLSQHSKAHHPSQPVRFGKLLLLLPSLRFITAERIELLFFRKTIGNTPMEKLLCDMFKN
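Material: NR2E3–RetCOR corepressor complex / Incubation: Compound–protein incubation for 5 h at 4 °C / Dosing: compound at 4.8 µM, single dose / Detection: time-resolved FRET / Benchmarks: high control biotin, low control 0.6% DMSO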
C8 TRAIL sens: caspase-8 TRAIL sensitization. NB7+C8 cells + TRAIL, ATPlite viability luminescence. inhibition (viability loss, TRAIL sensitization), % at 10 µM. actives 1% (n = 360,000). AID 624354;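 active means compounds causing at least 50% loss of cell viability in the single-dose screen, relative to plate controls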
NR2E3 ag-2: agonists of human NR2E3 nuclear receptor | Q9Y5X4 | CHO-S Gal4-NCOR/VP16-NR2E3 two-hybrid, luciferase | inhibition of corepressor binding, % at 3.98 µM | actives 0.35% (n = 360,000) | AID 602229;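 active means inhibition above the mean of all tested compounds plus 3 SD, cut at about 70% in these data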;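 further: 0% = DMSO with NR2E3 transfected cells and 100% = cells lacking NR2E3 construct; higher means lower luciferase signal from less NR2E3 corepressor binding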
HIF-2a block: inhibitors of HIF-2a. actives 0.72% (n = 360,000). AID 624352. 786-0 RCC cells HIF-2a reporter, luciferase luminescence, overnight. inhibition, % at 18.8 µM;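 active means inhibition of the luminescence signal of 40% or more relative to plate controls, in a single-dose primary screen at 18.75 µM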
LMP1 NFkB inh: Epstein-Barr LMP1 NF-kappaB reporter inhibition; inhibition, % at 12.5 µM; LMP1-induced NF-kappaB luciferase reporter cells, luminescence; actives 0.69% (n = 350,000); in the data active means inhibition above about 41%;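 further: 0% = neutral control wells and 100% = reference inhibitor control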
TRPM1 prom inh: MITF TRPM1 promoter inhibition in SK-MEL-5 cells; actives 0.83% (n = 330,000); inhibition, % at 12.5 µM; SK-MEL-5 TRPM1 promoter luciferase, 24 h; AID 488899;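 active means mean inhibition across replicates of 60% or more, whatever share of single replicates reaches that level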; further: values of inactives mirror those of a sister screen read the other way
KKLEB cytotox: reduces viability of KKLEB cystic fibrosis airway cells. KKLEB CF airway cells viability, ATPlite luminescence, overnight; active compounds read low; cells stimulated with P. aeruginosa culture filtrate. activity change (cytotoxicity), % at 5 µM. actives 0.36% (n = 360,000);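 active means corrected activity change at or below -50% at 5 µM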
iPSC survival up: hiPSC single-cell survival enhancement. ATPlite luminescence; 100% = ROCK inhibitor wells, 0% = DMSO. survival enhancement, % at 20 µM. actives 0.044% (n = 360,000). AID 602274; in the data active means survival enhancement above about 18%;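 further: cells exposed to compounds for 16 hours before the ATP read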
Peg3 promoter: reduces Peg3 promoter-driven luciferase expression in HeLa; HeLa PEG-Prom luciferase reporter, luminescence, overnight; inhibition, % at 20 µM; actives 1.7% (n = 360,000); AID 588405;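 active means inhibition of at least 50% at 20 µM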
CF NFkB block: blocks PAF-induced NF-kB reporter in cystic fibrosis cells. KKLEB NF-kB-GFP reporter, GFP fluorescence overnight. inhibition, % at 5 µM. actives 0.86% (n = 360,000);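 active means at least 50% inhibition at 5 µM, scaled per plate between neutral and stimulator controls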;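 further: PAF is a Pseudomonas aeruginosa culture filtrate used as stimulus; plate controls were PAF-stimulated DMSO wells for no effect and unstimulated DMSO wells for full effect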
Shn3 inh set2: Schnurri-3 reporter inhibition in Clone20 osteoblasts; Clone20 osteoblast Shn3 3'UTR firefly luciferase, 24 h; inhibition, % at 12.5 µM; actives 0.52% (n = 360,000); AID 588674;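 active means mean inhibition of at least 75% with every replicate also reaching 75%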;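 further: 0% = median of neutral control wells and 100% = pilot-screen positive control compound; some compounds past the cut are filed as inactive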
An asterisk follows results filed as active.

Results for O=C(COC(=O)c1ccc([N+](=O)[O-])o1)NC1CCCC1 ?
C8 TRAIL sens: -13; NR2E3 ag-2: 11; HIF-2a block: 18; LMP1 NFkB inh: -4; TRPM1 prom inh: 20; KKLEB cytotox: -4; iPSC survival up: -0.5; Peg3 promoter: 11; CF NFkB block: 6; Shn3 inh set2: -27

How did CCCCc1cc(=O)oc2cc(OCC(=O)Nc3cccnc3)c(Cl)cc12 do in these assays?
NR2E3 ag-1: 2; C8 TRAIL sens: 17; NR2E3 ag-2: -19; HIF-2a block: 6; LMP1 NFkB inh: -20; TRPM1 prom inh: 23; KKLEB cytotox: -18; iPSC survival up: 1.8; Peg3 promoter: 8; CF NFkB block: -16; Shn3 inh set2: 42

How did CCOCCCNC(=S)NCCNc1nc2ccc(C)cc2cc1C#N do in these assays?
NR2E3 ag-1: 4; C8 TRAIL sens: 3; NR2E3 ag-2: 22; HIF-2a block: -19; LMP1 NFkB inh: 15; TRPM1 prom inh: 15; KKLEB cytotox: -13; iPSC survival up: -1.3; Peg3 promoter: 6; CF NFkB block: 19; Shn3 inh set2: -44

How did CCOC(=O)c1ccc(NC(=O)CSc2nnc(COc3ccccc3)n2C)cc1 do in these assays?
NR2E3 ag-1: 2; C8 TRAIL sens: 9; NR2E3 ag-2: 9; HIF-2a block: 11; LMP1 NFkB inh: -5; TRPM1 prom inh: -6; KKLEB cytotox: -2; iPSC survival up: -0.3; Peg3 promoter: -5; CF NFkB block: -10; Shn3 inh set2: 11

What do the screens show for `CCN1CCN(S(=O)(=O)c2c(C)[nH]c(C)c2C(=O)N2CCCCC2)CC1`?
NR2E3 ag-1: 0; C8 TRAIL sens: 0; NR2E3 ag-2: 1; HIF-2a block: 3; LMP1 NFkB inh: -2; TRPM1 prom inh: -16; KKLEB cytotox: -8; iPSC survival up: -0.1; Peg3 promoter: 1; CF NFkB block: 1; Shn3 inh set2: 6

What do the screens show for `O=C(/C=C/c1ccc2ccccc2n1)N1CCN(c2ccccc2)CC1`?
NR2E3 ag-1: -2; C8 TRAIL sens: -5; NR2E3 ag-2: 1; HIF-2a block: 14; LMP1 NFkB inh: 1; TRPM1 prom inh: 0; KKLEB cytotox: -23; iPSC survival up: -0.9; Peg3 promoter: 28; CF NFkB block: 20; Shn3 inh set2: -5

How did O=C(Nc1ccc(Br)cc1)c1ccccc1Br do in these assays?
NR2E3 ag-1: 0; C8 TRAIL sens: -3; NR2E3 ag-2: -69; HIF-2a block: -419; LMP1 NFkB inh: -32; TRPM1 prom inh: -89; KKLEB cytotox: 5; iPSC survival up: -0.3; Peg3 promoter: -409; CF NFkB block: -15; Shn3 inh set2: -149

Results for CC(C)(C)c1ccc(-c2cnco2)cc1 ?
NR2E3 ag-1: 2; C8 TRAIL sens: 2; NR2E3 ag-2: 4; HIF-2a block: 11; LMP1 NFkB inh: -3; TRPM1 prom inh: -5; KKLEB cytotox: 10; iPSC survival up: 1.0; Peg3 promoter: -16; CF NFkB block: -3; Shn3 inh set2: 14

How did COc1cccc(CN2C(=O)c3cccc(N)c3C2=O)c1 do in these assays?
NR2E3 ag-1: -3; C8 TRAIL sens: -2; NR2E3 ag-2: -4; HIF-2a block: 8; LMP1 NFkB inh: 4; TRPM1 prom inh: -10; KKLEB cytotox: -9; iPSC survival up: -2.5; Peg3 promoter: 24; CF NFkB block: 6; Shn3 inh set2: -9

What do the screens show for `Cc1nnc2n(Cc3ccccc3)c(=O)c3c4c(sc3n12)COC(C)(C)C4`?
NR2E3 ag-1: 2; C8 TRAIL sens: -15; NR2E3 ag-2: 2; HIF-2a block: 16; LMP1 NFkB inh: 1; TRPM1 prom inh: 3; KKLEB cytotox: 10; iPSC survival up: 6.8; Peg3 promoter: 8; CF NFkB block: 1; Shn3 inh set2: -15

Results for O=C(CSc1nnc2scc(-c3ccccc3)n12)Nc1ccc2c(c1)OCCO2 ?
NR2E3 ag-1: 2; C8 TRAIL sens: -24; NR2E3 ag-2: 1; HIF-2a block: 1; LMP1 NFkB inh: 11; TRPM1 prom inh: 9; KKLEB cytotox: -1; iPSC survival up: -1.2; Peg3 promoter: 10; CF NFkB block: -6; Shn3 inh set2: -9

Results for Cc1ccc2[nH]c(=O)c(CN(CCCN(C)C)C(=O)Nc3ccc(Cl)cc3)cc2c1 ?
NR2E3 ag-1: 0; C8 TRAIL sens: -3; NR2E3 ag-2: -14; HIF-2a block: -10; LMP1 NFkB inh: 6; TRPM1 prom inh: 1; KKLEB cytotox: -18; iPSC survival up: -2.4; Peg3 promoter: 20; CF NFkB block: 26; Shn3 inh set2: 15

Structures above with a Cl atom (2):
How did CCCCc1cc(=O)oc2cc(OCC(=O)Nc3cccnc3)c(Cl)cc12 do in these assays?
NR2E3 ag-1: 2; C8 TRAIL sens: 17; NR2E3 ag-2: -19; HIF-2a block: 6; LMP1 NFkB inh: -20; TRPM1 prom inh: 23; KKLEB cytotox: -18; iPSC survival up: 1.8; Peg3 promoter: 8; CF NFkB block: -16; Shn3 inh set2: 42

Results for Cc1ccc2[nH]c(=O)c(CN(CCCN(C)C)C(=O)Nc3ccc(Cl)cc3)cc2c1 ?
NR2E3 ag-1: 0; C8 TRAIL sens: -3; NR2E3 ag-2: -14; HIF-2a block: -10; LMP1 NFkB inh: 6; TRPM1 prom inh: 1; KKLEB cytotox: -18; iPSC survival up: -2.4; Peg3 promoter: 20; CF NFkB block: 26; Shn3 inh set2: 15

The list goes on:
What do the screens show for `Nn1c(SCC(=O)NNC(=O)c2ccccc2)nnc1-c1ccccc1F`?
NR2E3 ag-1: 2; C8 TRAIL sens: -11; NR2E3 ag-2: 17; HIF-2a block: 4; LMP1 NFkB inh: 5; TRPM1 prom inh: -8; KKLEB cytotox: 1; iPSC survival up: 0.7; Peg3 promoter: 6; CF NFkB block: -5; Shn3 inh set2: -6

Results for CCCCC(=O)Nc1ccc(Br)cn1 ?
NR2E3 ag-1: 1; C8 TRAIL sens: -4; NR2E3 ag-2: -19; HIF-2a block: -57; LMP1 NFkB inh: -7; TRPM1 prom inh: -22; KKLEB cytotox: 0; iPSC survival up: -1.4; Peg3 promoter: -58; CF NFkB block: 1; Shn3 inh set2: -31

How did Nc1nc(-c2ccccc2)cc(C(F)(F)F)n1 do in these assays?
NR2E3 ag-1: -1; C8 TRAIL sens: -1; NR2E3 ag-2: 10; HIF-2a block: -8; LMP1 NFkB inh: -2; TRPM1 prom inh: 0; KKLEB cytotox: -7; iPSC survival up: -2.3; Peg3 promoter: 2; CF NFkB block: 4; Shn3 inh set2: -26

What do the screens show for `CC(=O)c1cccc(NC(=O)CCC(=O)c2ccc(F)cc2)c1`?
C8 TRAIL sens: -3; NR2E3 ag-2: -13; HIF-2a block: 5; LMP1 NFkB inh: 5; TRPM1 prom inh: 7; KKLEB cytotox: 5; iPSC survival up: -0.7; Peg3 promoter: -15; CF NFkB block: -10; Shn3 inh set2: -7

Results for O=S(=O)(Nc1ccc(-c2ccc3nncn3n2)cc1)c1ccc(Cl)s1 ?
NR2E3 ag-1: 3; C8 TRAIL sens: -4; NR2E3 ag-2: 6; HIF-2a block: 11; LMP1 NFkB inh: 6; TRPM1 prom inh: -1; KKLEB cytotox: 19; iPSC survival up: -0.4; Peg3 promoter: 2; CF NFkB block: -4; Shn3 inh set2: -3

Results for COc1ccc(C2C3=C(CCCC3=O)Nc3c(-c4ccccc4)c(C)nn32)cc1 (centres undefined) ?
NR2E3 ag-1: 2; C8 TRAIL sens: 1; NR2E3 ag-2: 2; HIF-2a block: -4; LMP1 NFkB inh: 9; TRPM1 prom inh: -4; KKLEB cytotox: -11; iPSC survival up: 0.9; Peg3 promoter: 15; CF NFkB block: -12; Shn3 inh set2: 15

What do the screens show for `COc1cc2c(cc1OC)N1C(=O)CC(OCC(=O)O)C3C4CC5(CCN5C(=O)C4=O)C2C31` (centres undefined)?
NR2E3 ag-1: 1; C8 TRAIL sens: -8; NR2E3 ag-2: 10; HIF-2a block: 11; LMP1 NFkB inh: -12; TRPM1 prom inh: 9; KKLEB cytotox: 4; iPSC survival up: 0.9; Peg3 promoter: 0; CF NFkB block: -5; Shn3 inh set2: -7

How did COCCNCCOc1ccc(C)cc1[N+](=O)[O-] do in these assays?
NR2E3 ag-1: 1; C8 TRAIL sens: 1; NR2E3 ag-2: -29; HIF-2a block: 5; LMP1 NFkB inh: 2; TRPM1 prom inh: -10; KKLEB cytotox: 3; iPSC survival up: -1.0; Peg3 promoter: -1; CF NFkB block: -5; Shn3 inh set2: -3

Results for Cc1cccc(NS(=O)(=O)c2ccc(Br)s2)n1 ?
NR2E3 ag-1: 1; C8 TRAIL sens: 3; NR2E3 ag-2: 15; HIF-2a block: 18; LMP1 NFkB inh: -4; TRPM1 prom inh: 4; KKLEB cytotox: 11; iPSC survival up: -0.3; Peg3 promoter: 3; CF NFkB block: -9; Shn3 inh set2: 20

What do the screens show for `Cc1nnc2ccc(-c3ccc(NS(=O)(=O)c4ccccc4F)cc3)nn12`?
NR2E3 ag-1: 1; C8 TRAIL sens: -9; NR2E3 ag-2: 24; HIF-2a block: -9; LMP1 NFkB inh: 18; TRPM1 prom inh: -4; KKLEB cytotox: 9; iPSC survival up: -0.4; Peg3 promoter: -12; CF NFkB block: -34; Shn3 inh set2: -7

Results for O=C(COC(=O)Cn1[nH]c(=O)c2ccccc2c1=O)Nc1ccc2c(c1)OCO2 ?
NR2E3 ag-1: 1; C8 TRAIL sens: -2; NR2E3 ag-2: 2; HIF-2a block: -22; LMP1 NFkB inh: -10; TRPM1 prom inh: 5; KKLEB cytotox: -1; iPSC survival up: -1.3; Peg3 promoter: -62; CF NFkB block: 4; Shn3 inh set2: -16

Results for O=C(NC(=S)Nc1ccccc1C(=O)O)c1ccc(-c2ccc(Br)cc2)o1 ?
NR2E3 ag-1: 11; C8 TRAIL sens: 8; NR2E3 ag-2: 0; HIF-2a block: -208; LMP1 NFkB inh: -12; TRPM1 prom inh: -25; KKLEB cytotox: -11; iPSC survival up: -0.4; Peg3 promoter: -151; CF NFkB block: 23; Shn3 inh set2: -80

Not all compounds are listed. The share of hits here may be higher or lower than overall.
